HSP90 refold inh = HSP90 inhibitors, primary screen, cell lysate, luminescence. Heat shock protein HSP 90 (rabbit reticulocyte lysate; luciferase refolding). Rabbit reticulocyte lysate, luciferase refolding luminescence, 3 h. inhibition, % at 5.6 µM. 0.91% of 290,000 active. AID 1789, 2009;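 active means inhibition above the screen-wide mean plus 3 SD, computed separately per campaign, cut at about 16% in these data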;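 further: 0% = DMSO wells and 100% = 60 µM geldanamycin wells; inhibitors lower the luminescence because luciferase stays unfolded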
HSF-1 act = HSF-1 activators, primary screen, NIH3T3-HGL cells, MG132 stress, luminescence, single point; AID 504408, 2011; NIH3T3-HGL HSF-1 luciferase reporter, 8 h; 100% = twice DMSO control signal; 1.7% of 300,000 active; activation, % at 9 µM;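 active means mean replicate activation of at least 50% with a set share of replicates each reaching 50%; inconclusive means only one of those two conditions met; inactive means mean below 50% and too few replicates reaching it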;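 further: 0% = median of the neutral control wells and 100% = twice that signal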
DYRK1A inh = rat Dyrk1A kinase inhibitors, primary screen, biochemical, single point, plate reader; ADP-Glo luminescence, NFATc1 peptide; Dual specificity tyrosine-phosphorylation-regulated kinase 1A (Rattus norvegicus), Q63470; 0.43% of 310,000 active; AID 504441, 2011; inhibition, % at 12.5 µM; in the data active means inhibition above about 50%;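 further: plate controls were vehicle with enzyme for no effect and no enzyme for full effect; many of its hits are not listed in these tables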
aSyn UTR inh = MLPCN primary screen, SNCA 5' untranslated region; alpha-synuclein 5'UTR reporter, inhibitor activity; inhibition, % (tested at 7.5 µM); 0.82% of 300,000 active; in the data active means inhibition above about 60%; inconclusive means no clear call, values can overlap the other calls;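 further: H4 neuroglioblastoma cells stably carrying SNCA 5'UTR luciferase fusion; 0% = DMSO wells and 100% = positive control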
GSK3A inh = blockers of GSK3A enzyme activity – biochemical, luminescence, cell-free homogeneous, HTS, primary screen; GSK-3 alpha kinase, ADP-Glo luminescence, 60 min; inhibition, % at 10 µM; AID 2650, 2010; Glycogen synthase kinase-3 alpha (Homo sapiens), P49840; 0.1% of 320,000 active;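 in the data active means inhibition above about 50%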;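 further: GST-tagged GSK-3 alpha with peptide substrate and 25 µM ATP; 0% = DMSO neutral wells and 100% = GW8510 positive control wells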
Target sequence (P49840 whole entry, looked up): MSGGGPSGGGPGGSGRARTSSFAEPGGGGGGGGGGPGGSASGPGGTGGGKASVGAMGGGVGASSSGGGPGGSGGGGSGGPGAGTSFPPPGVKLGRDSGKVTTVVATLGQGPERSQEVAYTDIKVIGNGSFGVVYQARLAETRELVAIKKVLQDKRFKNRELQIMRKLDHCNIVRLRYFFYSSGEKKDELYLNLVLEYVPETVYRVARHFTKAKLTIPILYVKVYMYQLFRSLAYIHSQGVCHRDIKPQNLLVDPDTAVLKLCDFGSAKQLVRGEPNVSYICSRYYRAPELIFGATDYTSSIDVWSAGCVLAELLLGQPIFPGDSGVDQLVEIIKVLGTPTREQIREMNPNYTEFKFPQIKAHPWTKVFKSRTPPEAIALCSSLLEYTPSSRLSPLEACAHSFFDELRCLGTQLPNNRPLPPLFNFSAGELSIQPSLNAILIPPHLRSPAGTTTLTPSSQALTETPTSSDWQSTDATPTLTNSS
Platelet DG rel = inhibitors of platelet dense granule secretion, primary screen, cell-based, MLPCN, human platelets | human platelet-rich plasma, SFLLRN dense granule ATP release, luminescence | inhibition, %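 (compounds screened at 7.5 µM in platelet-rich plasma)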 | 0.22% of 300,000 active | AID 1663, 2009;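 active means mean replicate score, as percent of positive control, at or above 50; inconclusive means mean below 50 but at least one replicate at or above 50; inactive means mean and every replicate below 50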
IEC-6 tox = cytotoxicity in IEC-6 intestinal epithelial cells, primary screen, cytotoxicity control for KLF5 inhibitor project, cell-based, luminescence. IEC-6 cytotoxicity, luminescence viability. inhibition, % at 5 µM. 0.78% of 290,000 active. AID 1825, 2009; in the data active means inhibition above about 22%;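 further: 0% = plate median of test compound wells and 100% = cytotoxic reference compound wells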
HSF1 inh = HSF1 inhibitors in luciferase reporter cells, primary screen, cell-based, NIH3T3, luminescence | NIH3T3-HGL HSE-luciferase, MG132-induced, luminescence 8 h; hits give low values | 0.77% of 300,000 active | activity change, negative = inhibition, % at 7.5 µM (by protocol);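 active means more than half of replicate wells show activity change below -50%, luminescence cut by over half; inconclusive means some wells, but at most half, below -50%; inactive means no replicate well below -50%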;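 further: luciferase reports HSF-1 transcriptional activity via heat shock element; 0% = median of DMSO wells and -100% = zero luminescence signal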
KLF5 inhibitor = KLF5 expression inhibitors, primary screen, DLD-1 cells, luminescence; DLD-1 KLF5 promoter-luciferase reporter; inhibition, % at 5 µM; 0.23% of 290,000 active; AID 1700, 2009;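 active means inhibition above a per-plate limit of that plate's mean compound inhibition plus 3 SD, cut at about 60% in these data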;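 further: 0% = DMSO wells and 100% = LY294002 at 200 µM; higher means less KLF5 promoter-driven luciferase light; inactives centre near -14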
GSK3B inh = human GSK3beta kinase inhibitors, primary screen, biochemical, cell-free homogeneous, HTS | Glycogen synthase kinase-3 beta (Homo sapiens), P49841 | GST-GSK3beta kinase, ADP-Glo luminescence, 60 min; hits give low values | activity score (negative = inhibition), % at 10 µM | 0.038% of 300,000 active | AID 2097, 2009;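 active means more than half of replicate wells score below -50%, meaning over 50% inhibition versus plate controls; inconclusive means some replicates but at most half score below -50%; inactive means no replicate scores below -50%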;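 further: 0% = median DMSO wells and -100% = median GW8510 positive control wells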
Target sequence (P49841 whole entry, looked up): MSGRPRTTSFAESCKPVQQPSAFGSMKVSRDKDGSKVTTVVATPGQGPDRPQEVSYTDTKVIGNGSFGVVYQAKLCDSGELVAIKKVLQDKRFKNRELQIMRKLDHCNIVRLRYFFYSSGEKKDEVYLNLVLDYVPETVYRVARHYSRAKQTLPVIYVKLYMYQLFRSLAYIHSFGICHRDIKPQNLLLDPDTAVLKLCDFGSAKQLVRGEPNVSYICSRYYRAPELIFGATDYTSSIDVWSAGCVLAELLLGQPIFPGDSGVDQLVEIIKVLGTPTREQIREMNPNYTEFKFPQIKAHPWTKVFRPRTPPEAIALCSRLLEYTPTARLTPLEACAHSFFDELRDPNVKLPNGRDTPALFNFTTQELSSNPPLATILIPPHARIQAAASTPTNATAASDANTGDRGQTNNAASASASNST
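Assay system: GST-tagged human GSK3beta kinase, cell-free; Input: 1.6 ng GSK3beta; Medium: Tris/MgCl2 kinase buffer; Timing: 60 min enzyme reaction, room temperature; Signal: ADP-Glo luminescence quantifying ADP generated by kinase; Evaluation: score relative to plate controls; Benchmarks: DMSO neutral wells and GW8510 at 20 µM as positive.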
The depositor's hits bear a star; ? = inconclusive; · = not tested or not shown. This is a subset, so the mix of outcomes need not match the whole.

SMILES	HSP90 refold inh	HSF-1 act	DYRK1A inh	aSyn UTR inh	GSK3A inh	Platelet DG rel	IEC-6 tox	HSF1 inh	KLF5 inhibitor	GSK3B inh
NC(=O)C1CCN(C(=O)C2CCC(=O)N(C3CCCCCC3)C2)CC1 (centres undefined)	3.8	10.3	-1.8	0.5	3.0	-17.5	-2.5	-2.3	-45.3	0.9
CCOc1ccc(C(=O)C(c2ccccc2)N2CCOCC2)cc1 (centres undefined)	-2.6	4.0	7.6	-20.0	·	5.7	5.0	4.7	-24.3	3.5
CC(C)N(C(=O)COC(=O)c1ccccc1C(=O)c1ccc(Cl)c([N+](=O)[O-])c1)C(C)C	1.2	90.7*	-7.6	3.9	2.0	6.8	-3.1	73.8	-13.3	1.6
COc1ccc(-n2c(SCC(=O)O)nc3sc4c(c3c2=O)CCC4)cc1	-3.5	-1.2	1.3	-9.0	-2.2	-1.4	-4.7	-9.6	6.0	1.9
S=C(Nc1ccccc1)N1CCCCCCC1	3.6	?	9.9	-88.2	-2.0	4.2	-2.5	25.0	-27.0	1.8
CCC(=O)N1CCc2cc(Br)cc(S(=O)(=O)NCCCN(CC)Cc3ccccc3)c21	-1.6	1.4	-3.0	34.3	1.4	-2.3	-4.8	-0.3	-2.5	0.1
Cn1c(=O)c2c(ncn2CCN(CCO)Cc2ccccc2)n(C)c1=O	-2.1	-26.1	-6.1	20.4	·	7.1	-6.0	-6.3	-1.6	-2.1
COc1ccc(OC)c(Nc2nc(NCc3ccco3)nc(N)c2[N+](=O)[O-])c1	-7.1	1.1	·	55.5	6.3	-2.6	-3.3	-3.8	-17.2	-1.1
Cc1ccc2ncccc2c1NS(=O)(=O)c1ccccc1	6.3	-1.5	-0.4	21.4	-1.9	1.9	6.4	-14.1	-18.0	0.4
CCOc1cc(C(=S)N2CCOCC2)ccc1O	-0.4	0.1	9.2	22.7	0.4	39.6	-2.9	0.5	-13.9	3.3
O=C(CSC(=S)N1CCCC1)c1cc(Br)cc(Br)c1O	4.7	-14.9	·	-11.5	-6.2	-2.5	-1.2	-0.9	-24.9	0.8
CCc1nnc(SCc2ccc(C(=O)OC)o2)n1N	-0.5	1.2	-8.1	21.5	-0.4	-4.8	2.6	-7.3	-10.1	-0.8

Quoted at random: 2 records from the list
SMILES	HSP90 refold inh	HSF-1 act	DYRK1A inh	aSyn UTR inh	GSK3A inh	Platelet DG rel	IEC-6 tox	HSF1 inh	KLF5 inhibitor	GSK3B inh
Cc1ccc2ncccc2c1NS(=O)(=O)c1ccccc1	6.3	-1.5	-0.4	21.4	-1.9	1.9	6.4	-14.1	-18.0	0.4
CCc1nnc(SCc2ccc(C(=O)OC)o2)n1N	-0.5	1.2	-8.1	21.5	-0.4	-4.8	2.6	-7.3	-10.1	-0.8

Sorted by the number under Platelet DG rel (ascending): some entries from above
| structure | Platelet DG rel |
| --- | --- |
| COc1ccc(OC)c(Nc2nc(NCc3ccco3)nc(N)c2[N+](=O)[O-])c1 | -2.6 |
| O=C(CSC(=S)N1CCCC1)c1cc(Br)cc(Br)c1O | -2.5 |
| S=C(Nc1ccccc1)N1CCCCCCC1 | 4.2 |
| CCOc1cc(C(=S)N2CCOCC2)ccc1O | 39.6 |

The list continues.
SMILES	HSP90 refold inh	HSF-1 act	DYRK1A inh	aSyn UTR inh	GSK3A inh	Platelet DG rel	IEC-6 tox	HSF1 inh	KLF5 inhibitor	GSK3B inh
CCC(NC(=O)c1ccc(C#CC2(O)CCCCC2)cc1)C(=O)O (centres undefined)	3.6	2.1	3.5	21.9	-1.4	-1.5	-1.1	-3.5	-26.3	-2.1
Cc1c(NC(=O)c2ccc(N3CCCC3)c([N+](=O)[O-])c2)cccc1-c1nc2ccccc2s1	2.7	-7.5	27.7	25.1	2.1	-5.3	4.6	2.8	-32.0	1.1
NC(=O)c1ccc(Sc2nnc(-c3cccs3)n2CC2CCCO2)c([N+](=O)[O-])c1 (centres undefined)	-0.4	18.0	-2.4	-28.8	0.9	-5.5	0.3	0.1	-31.0	-3.4
CCC(C)NCCOc1cc(C)cc(C)c1C (centres undefined)	3.2	-9.9	1.1	7.2	-2.5	4.6	8.2	-0.6	-15.9	1.3
O=C(Cc1cccs1)Nc1nnc(SCC(=O)NC2CCCCC2)s1	1.3	13.0	-0.2	-0.2	0.4	0.1	2.5	4.5	-28.2	0.9
COc1cc(C=O)ccc1OC(=O)Nc1ccccc1	·	11.7	0.2	-44.0	-0.2	-2.5	·	4.0	·	-2.5
CCOC(=O)c1ccc(-c2n[nH]c(=O)c3ccccc23)cc1	-1.2	·	5.4	4.1	-1.0	-4.0	-4.7	·	-17.2	-4.2
CCc1ccc(NC(=O)[C@H](C)NC(=O)C2CCN(C(=O)[C@@H](NC(=O)OC(C)(C)C)C(C)C)CC2)cc1	-0.2	-6.7	4.2	-49.3	-1.2	-1.0	3.6	-8.5	-72.8	-1.9
O=C(CC12CC3CC(CC(Br)(C3)C1)C2)NC1CCCC1	1.1	-3.9	2.7	-20.4	-0.7	-7.0	-5.4	-6.8	-6.8	1.9
COc1cccc(C2C(C#N)=C(N)N(N(C)C)C3=C2C(=O)CC(C)(C)C3)c1OC (centres undefined)	-4.0	5.0	1.4	16.5	-0.9	-1.0	1.4	7.6	-33.4	-1.7
Cc1n[nH]c(C)c1S(=O)(=O)N1CCN(c2ccccn2)CC1	-0.3	10.7	0.4	7.8	-0.2	-34.1	1.6	-2.7	2.9	-0.3
CCN(C(=O)c1ccco1)c1nc(CC(=O)Nc2ccc(Cl)cc2)cs1	-3.5	-0.4	-5.7	-18.7	-6.8	-0.4	6.1	-3.2	-11.0	3.3
CCOC(=O)CN1C(=O)N[C@@H](c2cccc(C(F)(F)F)c2)[C@H](C(C)=O)[C@H]1C	·	-7.7	-10.2	-0.5	2.9	2.9	·	-1.5	·	-0.9
O=C(CN1C(=O)/C(=C2\SC(=S)N(CCS(=O)(=O)O)C2=O)c2ccccc21)Nc1cccc(Br)c1	-1.4	8.4	4.2	25.1	1.0	10.0	6.8	2.8	3.2	0.4
Cc1c(C(=O)c2ccc(Cl)c([N+](=O)[O-])c2)c2ccccn2c1CCC#N	-1.1	-13.4	0.0	-24.1	2.3	6.8	1.3	-0.9	-9.9	-1.8
COc1ccccc1NC(=O)c1ccc(SCC(=O)NCc2ccccc2Cl)c([N+](=O)[O-])c1	0.0	6.2	1.1	-19.6	0.1	-4.7	-5.0	0.4	28.2	2.0
CCOC(=O)c1ccc(N2C(=O)c3n[nH]c(C)c3C2c2ccccn2)cc1 (centres undefined)	1.8	13.0	-2.0	18.2	-1.3	7.4	-5.5	2.7	-0.7	3.8
Cc1cccc(COCC(CC(C)C)N2CCN(C(=O)c3ccc(C(C)(C)C)cc3)CCC2=O)c1 (centres undefined)	-2.7	8.1	4.7	26.1	-1.7	6.6	-1.1	-0.1	-17.3	2.2
C=C(C)C1CC=C(CN2CCC(C(=O)OCC)CC2)CC1 (centres undefined)	1.0	-32.0	-4.1	-14.1	2.8	3.3	0.2	-12.5	7.2	-21.0
CN1/C(=C\C(=O)c2cccnc2)Sc2ccccc21	2.6	36.0	3.3	-93.8	-0.5	14.0	4.4	20.9	-102.3	-1.5
CCOC(=O)c1sc(NC(=O)c2ccc(S(=O)(=O)N3CCOCC3)cc2)cc1C	-0.3	1.0	7.8	-9.9	0.5	-15.2	2.5	-4.0	-17.4	1.8
COc1ccc(OC)c(-n2c(-c3ccc(O)cc3O)n[nH]c2=S)c1	3.3	·	-3.8	-9.7	0.1	-7.1	-7.2	·	-27.1	-3.1
COc1cc(C(=O)Nc2cc(-c3ccccc3)[nH]n2)cc(OC)c1OC	·	-6.4	19.3	-5.4	0.5	12.3	·	-4.3	·	0.9
O=C(O)CCCC(=O)Nc1ccc(OCc2nc3ccccc3s2)cc1	-5.0	-6.0	11.7	-67.4	-4.3	-2.3	3.4	-13.3	-34.5	-3.4
COC(=O)NCc1ccc(CNC(=O)OC)cc1	-2.3	-1.1	-1.7	-9.9	-0.6	2.6	1.1	-1.8	-17.7	-3.0
O=C(O)Cc1nc(-c2cccnc2)sc1-c1ccc(Br)cc1	-1.5	-17.5	3.5	-8.0	-0.5	8.7	5.5	-5.4	-13.4	-3.8
COc1ccc(CCNC(=O)C2CCN(S(=O)(=O)N3CCC(C)CC3)CC2)cc1OC	0.1	18.7	8.8	21.1	1.5	-1.8	-2.8	9.0	-58.4	3.6
NC(=O)N/N=C/c1sc(N2CCCCC2)nc1-c1cccs1	·	19.4	21.9	-66.6	-1.5	22.4	·	17.3	·	0.4
CCOC(=O)C(=O)c1csc(NC(=O)COc2ccc(N(C)S(=O)(=O)c3ccc(F)cc3)cc2)n1	-3.0	-7.8	7.3	25.4	-2.0	9.5	-1.1	-1.3	-9.4	-1.2
COc1ccc(/C=N\NC(=O)c2ccc(-c3ccccc3)cc2)cc1COC(C)=O	2.2	-39.7	·	-4.8	-2.5	2.9	6.0	-38.3	-0.5	1.9
Cc1ccc(S(=O)(=O)N2CCN(S(=O)(=O)N3CCOCC3)CC2)cc1	-3.4	7.9	1.3	7.8	-2.7	-3.2	-0.8	-1.9	6.3	0.4
Cc1cc(C)cc(OCC(=O)N2CCCCCC2)c1	0.8	-8.3	10.6	12.1	-0.2	-0.1	2.1	3.0	-26.3	-1.3
Cc1ccc(C(=O)Nc2ccc(S(=O)(=O)Nc3ncccn3)cc2)cc1[N+](=O)[O-]	-3.1	3.6	·	-8.7	-1.6	-1.7	0.2	-5.3	1.6	0.9
O=C(O)c1cc(Br)ccc1NN=C1CCCCC1	-2.1	-6.1	17.2	-19.7	·	-4.4	5.3	-0.5	-1.1	3.7
Cc1ccc(OCc2nnc(NC(=O)Cc3cccs3)s2)cc1	2.2	-38.7	·	2.5	·	5.0	0.9	-25.6	-12.3	-0.8

Assay outcomes (PubChem)
